UTI89 phage lysis = inhibition of K1F phage lysis, E. coli UTI89, bacterial capsule biogenesis inhibitors, alamar blue (AID 488966) | E. coli UTI89 K1F phage lysis, alamar blue, 2 h; higher % means a stronger effect | inhibition, % at 100 µM, or IC50 in µM where a hit was titrated | 340,000 compounds, 0.02% hits;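 active = phage lysis inhibition, versus mean bacterial control, above a set limit; inconclusive = no clear call, values can overlap the other calls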;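 note: capsule biogenesis inhibitors block K1F phage lysis so surviving cells raise fluorescence; higher fluorescence means more inhibition of phage lysis; actives were called in the ten point dose series up to 300 µM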
NTR1 agonist = agonists of NTR1, primary screen, imaging, U2OS cells, beta-arrestin-GFP, high content (AID 493036); Neurotensin receptor type 1 (Homo sapiens), P30989; NTR1-U2OS beta-arrestin-GFP spot imaging, agonist mode; activation, % at 20 µM; 330,000 compounds, 0.17% hits;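 active = activation at or above 40% of the spot to cytoplasm intensity ratio, with at least 20 cells analyzed; inconclusive = wells under 20 cells, flagged as cytotoxic or low count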;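 note: 0% = DMSO without peptide and 100% = 100 nM NTR1 peptide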
Target sequence (P30989 whole entry, looked up): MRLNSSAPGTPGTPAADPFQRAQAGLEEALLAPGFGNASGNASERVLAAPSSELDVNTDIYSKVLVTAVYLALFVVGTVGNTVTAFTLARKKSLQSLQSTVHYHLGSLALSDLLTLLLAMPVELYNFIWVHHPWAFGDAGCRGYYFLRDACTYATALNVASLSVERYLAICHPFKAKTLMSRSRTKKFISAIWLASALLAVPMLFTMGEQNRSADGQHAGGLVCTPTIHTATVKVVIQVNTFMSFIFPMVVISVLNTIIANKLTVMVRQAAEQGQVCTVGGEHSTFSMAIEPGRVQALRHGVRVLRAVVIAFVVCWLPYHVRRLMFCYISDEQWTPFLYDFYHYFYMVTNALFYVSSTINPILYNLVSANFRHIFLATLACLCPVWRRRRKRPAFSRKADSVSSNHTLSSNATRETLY
Large T inhibition = SV40 large T antigen inhibitors, biochemical (AID 1903) | inhibition, % at 20 µM; hits with a dose series show IC50 in µM | 310,000 compounds, 0.39% hits | SV40 large T antigen ATPase/helicase inhibition assay; higher % means a stronger effect; in the data active = a potency from the dose series; inconclusive = inhibition mostly from about 32% at the one dose, without a potency; inactive = the rest, 99 in 100 with inhibition below about 32%; note: strong numbers were not always called active
T cell modulator = modulators of CD8 T cell-vesicle binding, primary screen, mouse 2C CD8+ T cells, flow cytometry; 2C CD8+ T cell-vesicle binding; stronger effect = lower value; calls only at 7 µM; 330,000 compounds, 0.068% hits; AID 2052, 2009;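 active = response, share of CD8 T cells binding vesicles, and their 90th percentile fluorescence all below set limits, cut at about 80% in these data, passing the limit was not always enough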
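System: murine 2C transgenic CD8+ T lymphocytes; also added: QL9-loaded Drosophila micro-vesicles; times: binding 1.5 h at 37 °C; measured by: flow cytometry, PE anti-B7-1 (FL2) versus Alexa647 anti-CD8 (FL8), PFA-fixed; control set: Peptide-free naked vesicles (low) and QL9 vesicles with 0.7% DMSO vehicle (high)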
Rac1 GTP hydrolysis = MgcRacGAP GTPase-activating activity inhibitors, confirmation, biochemical, ADP Hunter fluorescence; Rac GTPase-activating protein 1 (Homo sapiens); MgcRacGAP-stimulated Rac1 GTP hydrolysis, ADP Hunter fluorescence; higher % means a stronger effect; GST-tagged Rac1 F28L mutant substrate; inhibition, % at 30 µM; hits with a dose series show IC50 in µM; 340,000 compounds, 0.6% hits;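 active = first-screen hits whose inhibition reached a set limit at any dose in the follow-up dose series; inconclusive = inhibition above the set first-screen limit but never retested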;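 note: fluorescence reports GDP produced by GAP-driven GTP hydrolysis; strong numbers were not always called active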
Salmonella PhoP GFP = inhibitors of PhoP regulon expression, primary screen, Salmonella Typhimurium, GFP reporter (AID 1863) | S. Typhimurium PhoP-regulated promoter GFP reporter, 4 h; higher % means a stronger effect | one-dose inhibition, % at 50 µM; IC50 in µM for titrated hits | 300,000 compounds, 0.16% hits;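 active = inhibition over 29.93%, a cutoff 3 SD above the screen mean, later confirmed by dose response; inconclusive = inhibition over 29.93% but no dose response follow-up; inactive = inhibition at most 29.93% or unconfirmed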;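 note: 0% = low Mg2+ inducing control and 100% = high Mg2+ repressing control; strong numbers were not always called active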
Myeloid diff MLP = induction of myeloid progenitor differentiation, primary screen, cell-based, flow cytometry, MLPCN library; AID 624256, 2012; calls only at 10 µM; ER-HoxA9 myeloid progenitors, lysozyme-GFP differentiation; 360,000 compounds, 1% hits;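 active = normalized GFP-positive differentiation at or above the plate's own cutoff, the solvent-only control mean plus 3 SD; inconclusive = no clear call, values can overlap the other calls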;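 note: cells exposed to compound for four days before flow analysis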
TNAP activation fold = human TNAP enzyme activators, primary screen, biochemical, luminescent, no phosphate acceptor, uHTS (AID 1001); Alkaline phosphatase, tissue-nonspecific isozyme (Homo sapiens); purified TNAP, luminescent activation assay, no phosphate acceptor; higher activation fold means a stronger effect; activation fold at 20 µM; hits with a dose series show EC50 in µM; 200,000 compounds, 0.03% hits; in the data active = activation fold from about 3, or a potency from the dose series; inactive = the rest, 99 in 100 with activation fold below about 1.6; note: many of its hits are not listed in these tables
RSV CPE inhibition = RSV antiviral activity via CPE protection, HEp-2 cells, primary 10 µM value included (AID 2391) | 310,000 compounds, 0.13% hits | CPE inhibition, % at 10 µM; hits with a dose series show IC50 in µM | HEp-2 cells, RSV-induced CPE inhibition; higher % means a stronger effect; in the data active = a potency from the dose series; inconclusive = CPE inhibition mostly from about 23% at the one dose, without a potency; inactive = the rest, 99 in 100 with CPE inhibition below about 21%; note: strong numbers were not always called active
T cell modulator vesicle-bound % = further read-out of T cell modulator, marked with its call; double positive events, %; measured here: CD8+ vesicle-bound cell fraction;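 binding gate set so that unloaded-vesicle control wells show 10% double positive cells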
NTR1 agonist cell count 20 µM = also measured in NTR1 agonist; calls as there; cell count; measured here: cell count, cytotoxicity flag
Myeloid diff MLP GFP+ MAC1+ % = second read-out of Myeloid diff MLP, no call of its own (marks repeat the call); GFP+ MAC1+ double positive, %; measured here: differentiation confirmed by MAC1 staining
* = called active by the depositor; i = inactive; u = inconclusive; x = no result given; + = active, no number; & = joins results of further samples; [ ] = another dose, or the depositor's remark.

compound	TNAP activation fold	NTR1 agonist cell count 20 µM	UTI89 phage lysis	T cell modulator	Salmonella PhoP GFP	Myeloid diff MLP	Myeloid diff MLP GFP+ MAC1+ %	RSV CPE inhibition	NTR1 agonist	Rac1 GTP hydrolysis	T cell modulator vesicle-bound %	Large T inhibition
O=C(NC(=S)Nc1ccc(Cl)c(C(=O)O)c1)c1cccc(COc2ccccc2)c1	x	53	-0.5%	i	-2%	i	0.7	12%	0.5	9%	20	12%
CCOC(=O)c1cc2occc2n1CC(=O)N1CCN(C(=O)c2ccco2)CC1	1.1	43	0.9%	i	-1%	i	7.9	0.6%	1.8	3%	25	8%
CCCCCCOc1ccc(C(CC(N)=O)C(=O)O)cc1 (centres undefined)	1.1	56	2.3%	i	-7%	i	0.2	-1.1%	0.6	0%	66	25%
Cc1ccc(-c2nnn(CC(=O)N(CC3CCCO3)C(C(=O)NCC3CCCO3)c3ccc(F)cc3)n2)o1 (centres undefined)	1.2	36	-0.1%	i	-12%	i	0.9	1.1%	-2.3	9%	41	8%
COc1cnc(-c2ccccn2)nc1Oc1ccc(F)cc1F	1.1	79	1.2%	i	-2%	i	0.6	-0.9%	4.1	-1%	38	19%
Cc1cc(C)c(C(=O)OCC(=O)NCc2cccs2)c(C)c1	1.1	41	-1.5%	i	-5%	i	0.2	1.1%	1.7	2%	37	21%
CCN(CC)CCn1c2c(c(SCC(=O)Nc3nccs3)nc1=O)CCCC2	x	65	1.1%[50 µM]	i	6%	i	0.6	0.5%	0.3	6%	33	18%
CC(=O)Nc1ccc(C(F)(F)F)cc1Cl	x	46	-0.1%	i	-9%	i	0.9	x	0.9	1%	21	6%
N#CCCN(C(=O)COC(=O)CCNS(=O)(=O)c1ccccc1)c1ccccc1	x	49	0.0%[50 µM]	i	x	i	0.5	0.9%	-0.5	-6%	4	x
CC1CCC(C(C)C)C(OC(=O)Cn2c(-c3ccccc3)[n+](C)c3ccccc32)C1 (centres undefined)	1&1	68	0.2%&0.1%	i	13%&-8%	u	x	-0.2%&3.2%	9.4	8%&11%	47&0	4%&16%

(further entries)
compound	TNAP activation fold	NTR1 agonist cell count 20 µM	UTI89 phage lysis	T cell modulator	Salmonella PhoP GFP	Myeloid diff MLP	Myeloid diff MLP GFP+ MAC1+ %	RSV CPE inhibition	NTR1 agonist	Rac1 GTP hydrolysis	T cell modulator vesicle-bound %	Large T inhibition
Cn1c(CCNC(=O)c2ccc(Cl)c(Cl)c2)nnc1SCc1ccc(Cl)c(Cl)c1	1.1	82	1.8%	i	-2%	i	8.7	-0.2%	31	8%	27	8%
CCCc1ccc(C(C)NC(=S)NC2CCCCC2)cc1 (centres undefined)	x	54	-0.4%[50 µM]	i	-4%	u	x	5.8%	11	5%	66	16%
CCCc1nc2c(sc3nc4c(cc32)COC(C)(C)C4)c(=O)o1	1.1	44	0.2%	i	-5%	i	0.3	1.1%	1.7	2%	54	4%
CCN(c1ccccc1)S(=O)(=O)c1nnc(NC(=O)C(C)C)s1	x	55	0.3%	i	-10%	i	0.4	1.5%	2.1	x	16	3%
O=C1c2ccccc2C(=O)N1Cc1cc(Cl)c(O)c([N+](=O)[O-])c1	x	103	-0.1%	i	-3%	i	0.5	5.4%	1.5	2%	29	6%
CCC(=O)N1CCc2cc(S(=O)(=O)NC(C(=O)NCc3ccc(C)cc3)C(C)C)ccc21 (centres undefined)	1.1	68	0.1%	i	-9%	i	1.3	1.1%	-0.2	6%	40	0%
O=C(NCc1ccc(Cl)cc1)C1CCCN(S(=O)(=O)c2cnc[nH]2)C1 (centres undefined)	1.1	50	1.4%	i	-7%	i	1.8	1.0%	1.4	3%	38	-2%
Cc1ncoc1C(=O)N1CCc2c([nH]c3ccccc23)C1C(C)(C)C (centres undefined)	1.1	46	0.4%	i	0%	i	0.2	0.4%	0.3	5%	36	8%
Cc1noc(C)c1S(=O)(=O)N(C)C[C@H]1Oc2c(NC(=O)NC(C)C)cccc2C(=O)N([C@H](C)CO)C[C@@H]1C	x	58	0.1%	i	x	i	0.3	x	-3.3	4%	4	x
COc1c(C)cc(Br)cc1C(=O)Nc1ccccc1C	1.1	38	0.6%	i	-8%	i	0.2	1.2%	0.7	5%	15	-2%

The list continues:
compound	TNAP activation fold	NTR1 agonist cell count 20 µM	UTI89 phage lysis	T cell modulator	Salmonella PhoP GFP	Myeloid diff MLP	Myeloid diff MLP GFP+ MAC1+ %	RSV CPE inhibition	NTR1 agonist	Rac1 GTP hydrolysis	T cell modulator vesicle-bound %	Large T inhibition
CC1CCN(S(=O)(=O)c2nnc(NC(=O)COc3ccccc3)s2)CC1	x	73	0.3%	i	1%	i	7.5	u	0.4	6%	13	7%
Cc1ccc(CCN2CC(C(=O)NCCCN3CCOCC3)CC2=O)cc1 (centres undefined)	1.2	34	0.0%	i	16%	i	0.9	0.7%	0.8	16%	27	-1%
COc1ccc(S(=O)(=O)N2c3ccccc3OCC2C)cc1 (centres undefined)	0.9	61	x	i	-1%	u	x	8.3%	2.7	x	40	11%
CC1CCN(c2c(NCC3CCC(C(=O)NCCc4ccc(Cl)cc4)CC3)c(=O)c2=O)CC1 (centres undefined)	x	45	0.2%	i	-7%	i	0.9	42%	-0.7	-7%	26	15%
CCn1c(SCC(=O)Nc2ccc(-c3nc4ccc(C)cc4s3)cc2)nnc1-c1ccccc1	1.1	101	x	i	8%	x	x	1.4%	1.3	x	16	21%
Cc1ccccc1NC(=O)COC(=O)c1ccc(S(C)(=O)=O)c([N+](=O)[O-])c1	1.9	83	-0.2%	i	-8%	i	0.4	0.5%	9.7	6%	36	28%
COCC(=O)N(C)c1nnc(-c2ccc([N+](=O)[O-])cc2)s1	0.9	45	0.1%[50 µM]	i	-4%	i	2.7	-1.1%	4.9	-6%	27	13%
CCOc1ccccc1C(=O)N1CCC(n2nnc3cc(C)ccc32)CC1	1.1	103	0.6%	i	-9%	i	0.9	5.7%	0.7	1%	38	-1%
Cc1cc(/C=C2\NC(=S)N(C)C2=O)ccc1N1CCCC1	0.8	86	1.0%	i	-9%	+	0.9*	1.2%	-3.6	22%	53	33%
CC(Oc1cccc(Cl)c1)C(=O)NCc1ccc(S(N)(=O)=O)cc1 (centres undefined)	1.1	47	-0.1%	i	-6%	i	0.9	0.4%	1.4	9%	11	5%

The listing continues.
compound	TNAP activation fold	NTR1 agonist cell count 20 µM	UTI89 phage lysis	T cell modulator	Salmonella PhoP GFP	Myeloid diff MLP	Myeloid diff MLP GFP+ MAC1+ %	RSV CPE inhibition	NTR1 agonist	Rac1 GTP hydrolysis	T cell modulator vesicle-bound %	Large T inhibition
NS(=O)(=O)c1ccc(CCNC(=O)CN2CCN(c3ccc(F)cc3)CC2)cc1	1.1	78	0.2%	i	-15%	i	0.6	2.7%	0.7	4%	2	0%
Cc1ccc(C(=O)NCc2cccnc2)o1	x	55	2.1%[50 µM]	i	0%	i	0.7	1.4%	2.3	15%	59	2%
COc1ccc(NC(=O)C2CCN(c3nc(-c4ccc(OC)cc4)no3)CC2)cc1	x	83	-0.9%	i	x	i	4.7	7.0%	0.4	12%	35	22%
COCCNC(=O)c1c(N)n(/N=C/c2ccc(F)cc2)c2nc3ccccc3nc12	x	64	x	i	-7%	i	0.2	0.4%	2.4	x	34	2%
CCCC(C(=O)NC1CCCC1)N(CCCN1CCOCC1)C(=O)c1snc(C(N)=O)c1N (centres undefined)	1.1	63	i	i	-1%	i	2.7	-0.2%	-0.2	-1%	20	12%
COc1ccc2nc(NC(=O)C3CCN(S(=O)(=O)c4cnc[nH]4)CC3)sc2c1	1.1	85	0.6%	i	-7%	i	0.7	12%	0.9	12%	47	17%
Cc1c(C(O)CN2CCN(Cc3ccc4c(c3)OCO4)CC2)c2ccccc2n1C (centres undefined)	1.1	50	12%	i	10%	i	5.9	-0.1%	2.2	-1%	49	3%
COc1ccc(C(=O)N2CCCC(CCC(=O)NCc3ccccc3F)C2)c(OC)n1 (centres undefined)	x	58	0.2%	i	-7%	i	0.9	1.4%	0.1	10%	13	-5%
COc1cc(-c2nc(S(=O)(=O)c3ccc(Cl)cc3)c(N3CCOCC3)o2)cc(OC)c1OC	1	81	1.5%	x	-1%	i	6.7	-1.2%	1.5	7%	x	13%
CS(=O)(=O)N1CCCC(C(=O)Nc2ccccc2)C1 (centres undefined)	x	61	0.2%	i	-8%	i	0.2	0.8%	2.7	3%	35	9%

The listing continues:
compound	TNAP activation fold	NTR1 agonist cell count 20 µM	UTI89 phage lysis	T cell modulator	Salmonella PhoP GFP	Myeloid diff MLP	Myeloid diff MLP GFP+ MAC1+ %	RSV CPE inhibition	NTR1 agonist	Rac1 GTP hydrolysis	T cell modulator vesicle-bound %	Large T inhibition
Cc1ccsc1C(=O)OCC(=O)NCc1ccc(Cl)cc1	x	54	0.3%[50 µM]	i	x	i	1.7	0.7%	-0.3	-7%	57	x
O=C(c1ccc(Cl)c(Cl)c1)N1CCC(=O)N(C(COCc2ccccc2)Cc2ccccc2)CC1 (centres undefined)	1.1	81	-0.2%	i	-3%	i	0.5	14%	6.4	9%	12	13%
O=C(CSc1nnnn1-c1ccccc1)Nc1ccc(N2CCOCC2)cc1	1	40	-0.2%	i	2%	i	0.9	2.7%	-0.7	2%	26	16%
CCCC(=O)Nc1nc(-c2ccc3c(c2)OCCO3)cs1	0.9	90	0.0%	i	-2%	i	2.0	2.1%	-1.2	3%	29	5%
